Bioassay records from PubChem.
procasp7 counter = counter-screen: procaspase-7 (human) activation. P55210. recombinant procaspase-7, Ac-DEVD-pNA absorbance 405 nm; D23A/D198A/D206A triple mutant, cannot self-cleave; scale: DMSO 0, 5 µM enzyme 100. activation, % at 8.5 µM. 330,000 tested, 0.093% active. AID 463210;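 active means percent activation above the screen-wide mean plus 3 SD, cut at about 25% in these data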
Target sequence (P55210 whole entry D23A/D198A/D206A): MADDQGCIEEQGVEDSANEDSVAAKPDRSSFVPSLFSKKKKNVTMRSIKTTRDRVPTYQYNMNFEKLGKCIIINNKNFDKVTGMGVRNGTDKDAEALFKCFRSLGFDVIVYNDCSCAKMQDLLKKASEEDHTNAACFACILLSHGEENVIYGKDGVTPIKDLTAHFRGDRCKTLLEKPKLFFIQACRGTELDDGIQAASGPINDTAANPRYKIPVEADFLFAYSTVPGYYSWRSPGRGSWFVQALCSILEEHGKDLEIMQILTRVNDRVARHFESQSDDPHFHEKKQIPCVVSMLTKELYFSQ
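System: Procaspase-7 triple mutant (PC-7 D3A); measure: % activation from two-timepoint absorbance difference, scaled to controls; times: 1 h compound preincubation, 2 h substrate cleavage, 25 °C; also added: Ac-DEVD-pNA substrate, 400 µM as added; measured by: Epi-absorbance of released pNA at 405 nm, two timepoints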
LAP4 TOR yeast = yeast TOR pathway LAP4-GFP modulation; S. cerevisiae LAP4-GFP multiplex, flow cytometry GFP, 3 h; median GFP as percent of DMSO wells; 320,000 tested, 0.34% active; GFP response vs DMSO, % at 10 µM; AID 2023;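 active means GFP response vs DMSO above a set limit, about the screen mean plus 3 SD, cut at about 150% in these data; inconclusive means under 70 cell events counted for the yeast strain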
AGP1 TOR yeast = modulators of TOR pathway AGP1-GFP in S. cerevisiae. GFP response vs DMSO, % at 10 µM. S. cerevisiae AGP1-GFP multiplex flow cytometry, 3 h; GFP as percent of DMSO wells. 320,000 tested, 0.02% active. AID 2066;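 active means GFP response relative to DMSO above a set limit, near screen average plus 3 SD, cut at about 150% in these data; inconclusive means fewer than 70 cells counted for the yeast strain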;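 further: median GFP channel fluorescence of the gated AGP1 strain per well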
procasp3 activ = activators of human procaspase-3. P42574. activation, % at 8.5 µM. recombinant procaspase-3 D3A, Ac-DEVD-pNA absorbance 405 nm. 330,000 tested, 0.11% active;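 active means activation above the mean of all tested compounds plus 3 SD, cut at about 21% in these data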;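 further: 0% = DMSO alone and 100% = DMSO wells spiked with extra 5 µM PC-3 D3A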
Target sequence (P42574 whole entry D9A/D28A/D175A): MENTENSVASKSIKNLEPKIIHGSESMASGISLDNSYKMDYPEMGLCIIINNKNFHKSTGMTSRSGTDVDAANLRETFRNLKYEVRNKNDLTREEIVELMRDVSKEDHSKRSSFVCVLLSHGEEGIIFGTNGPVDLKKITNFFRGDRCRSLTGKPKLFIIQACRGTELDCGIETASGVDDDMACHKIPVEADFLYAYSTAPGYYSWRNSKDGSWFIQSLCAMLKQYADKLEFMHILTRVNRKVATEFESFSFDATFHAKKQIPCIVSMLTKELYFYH
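Compound: 8.5 µM single point, 0.8% DMSO / Material: Autoprocessing-dead procaspase-3 D3A mutant enzyme / Timing: 1 h preincubation plus 2 h reaction at 25 °C / Medium: Zinc-free HEPES/NaCl buffer with 0.01% Triton X-100 at pH 7.4 / Technique: 405 nm absorbance of p-nitroaniline, reads at 0 and 120 min / Repeats: one well per compound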
AHR act = activators of human aryl hydrocarbon receptor; P35869; AHR-responsive luciferase reporter cells, luminescence; activation, % at 5 µM; 320,000 tested, 2.5% active; AID 2796; in the data active means activation above about 47%;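 further: 0% = vehicle wells and 100% = reference agonist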
CIT2-GFP yeast = yeast TOR pathway CIT2-GFP modulation; S. cerevisiae CIT2-GFP strain, flow cytometry, 3 h; 100 means same as DMSO wells; AID 2029; GFP response vs DMSO, % at 10 µM; 320,000 tested, 0.065% active;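 active means GFP response relative to DMSO above a set limit, near the screen mean plus 3 SD, cut at about 150% in these data; inconclusive means Fewer than 70 cells measured for a yeast strain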;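 further: ratio of well median GFP fluorescence to mean of DMSO wells on the plate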
RPL19A TOR yeast = alters RPL19A-GFP fluorescence in TOR pathway yeast screen; S. cerevisiae RPL19A-GFP strain, flow cytometry, 3 h; stronger effect = lower value; percent response vs DMSO, % at 10 µM; 330,000 tested, 0.3% active; AID 2025;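 active means percent response vs DMSO below 50%; inconclusive means fewer than 70 events counted for the yeast strain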;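 further: median channel GFP fluorescence of the barcoded RPL19A-GFP strain; ratio of sample median GFP to plate DMSO average so 100% = DMSO; lower means less RPL19A-GFP as with rapamycin TOR inhibition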
MEP2-GFP yeast = modulators of TOR pathway MEP2-GFP in S. cerevisiae. S. cerevisiae MEP2-GFP strain, flow cytometry GFP, 3 h; 100% = DMSO control level. GFP response vs DMSO, % at 10 µM. 330,000 tested, 0.51% active;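 active means GFP response versus DMSO above a set limit, roughly screen mean plus 3 SD, cut at about 180% in these data; inconclusive means fewer than 70 cells counted for a yeast strain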;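 further: median GFP fluorescence of the barcode-gated MEP2-GFP cells per well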
* = called active by the depositor; u = inconclusive; x = no result given; [ ] = another dose, or the depositor's remark.

SMILES | procasp7 counter | LAP4 TOR yeast | AGP1 TOR yeast | procasp3 activ | AHR act | CIT2-GFP yeast | RPL19A TOR yeast | MEP2-GFP yeast
Cc1cc(OCc2nn[nH]n2)c2c(-c3ccccc3)cc(=O)oc2c1 | -9 | 94 | 96 | -1 | 1 | 102 | 100 | 101
COc1cc(F)c(S(=O)(=O)N2CCOc3ccccc32)cc1OC | -18 | 101 | 101 | 0 | 0 | 107 | 100 | 101
Cc1onc(-c2c(F)cccc2Cl)c1C(=O)N(C)C1CCCCC1 | 3 | 106[may fluoresce green] | 106[may fluoresce green] | -2 | 3 | 116[may fluoresce green] | 96[may fluoresce green] | 97[may fluoresce green]
CC(O)[C@@H](NC(=O)C1CCC(CNC(=O)[C@H](Cc2ccccc2)NC(=O)OC(C)(C)C)CC1)C(=O)O (stereo partly specified) | 1 | 109 | 107 | 3 | 1 | 111 | 91 | 102
Cc1nc(C)c(CC(=O)N/N=C/c2ccc(O)cc2)c(=O)[nH]1 | 1 | 88 | 105 | -7 | 0 | 108 | 99 | 104
Cc1cc(C)c(S(=O)(=O)NCCCN2CCOCC2)cc1Br | -2 | 94 | 101 | 1 | -1 | 106 | 98 | 103
COc1nc(Nc2ccccc2F)nc(OC)n1 | -4 | 85 | 96 | 6 | 1 | 99 | 100 | 98
Cc1cccc(C)c1NC(=S)NCCCN1CCCC1=O | 4 | 121 | 109 | -3 | -2 | 98 | 98 | 110
CC(=O)c1cccc(NC(=O)CCCOc2ccc(C)cc2)c1 | 2 | 93 | 93 | 3 | 0 | 91 | 97 | 99
CCOc1ccc(-c2nnc(NC(=O)Cc3cc(OC)c(OC)c(OC)c3)o2)cc1 | -1 | 85 | 104 | -7 | 0 | 105 | 104 | 100
Cc1cc(C)cc(NC(=O)N2CCCN(c3ncccc3[N+](=O)[O-])CC2)c1 | -6 | 108 | 107 | -14 | -1 | 95 | 97 | 98
COc1ccc(NC(=S)N2CCN(Cc3ccccc3)CC2)c(OC)c1 | -19 | 94 | 104 | -15 | 4 | 114 | 104 | 105
CNS(=O)(=O)c1cccc(C(=O)OCCCC(=O)c2ccccc2)c1 | 3 | 100 | 104 | 18 | 2 | 98 | 100 | 98
O=C(c1cnccn1)N(Cc1cccs1)C1(C(=O)NC2CCCC2)CCCCC1 | -2 | 82 | 91 | 2 | -2 | 94 | 103 | 93
O=C(Cn1cccc1C(=O)c1ccccc1)NCCc1ccccc1 | 15 | 101 | 100 | 10 | 1 | 100 | 96 | 99
Cc1ccc(NC(=O)CCC(=O)OC(C)C(=O)c2ccccc2)cc1 (stereo unspecified) | 7 | 97 | 95 | 16 | 0 | 93 | 103 | 101
Cn1c(=O)c2c(nc(SCC(=O)N3CCc4ccccc4C3)n2C)n(C)c1=O | 13 | 101 | 101 | 1 | 0 | 98 | 101 | 107
O=C(COc1ccc2ccc(=O)oc2c1)Nc1ccc(CN2CCOCC2)cc1 | 5 | 81[may fluoresce violet] | u | 2 | -3 | u | 15*[may fluoresce violet] | 174[may fluoresce violet]
Cc1ccc(C(=O)OCC(=O)NC(=O)c2cccn2C)cc1[N+](=O)[O-] | -9 | 99 | 102 | -3 | -1 | 106 | 108 | 108
Cc1ccc(-n2c(=O)cc(NCc3cccnc3)[nH]c2=O)cc1 | 10 | 100 | 108 | -1 | 0 | 99 | 102 | 104
CNS(=O)(=O)c1cccc(C(=O)OCC(=O)c2ccc(S(=O)(=O)N3CCCCC3)cc2)c1 | 0 | 105 | 101 | -6 | -2 | 98 | 96 | 97
O=C1C2CCCN2c2ccc(S(=O)(=O)N3CCOCC3)cc2N1Cc1cccc(C(F)(F)F)c1 (stereo unspecified) | -9 | 101 | 102 | 1 | 4 | 92 | 102 | 102
COc1ccc(OC)c(C2NC(=O)N(C)C(C)=C2C(=O)OCc2ccccc2)c1 (stereo unspecified) | -7 | 90 | 103 | -9 | 4 | 103 | 105 | 103
Cc1ccc(C(=O)OCC(=O)N2CCc3ccccc32)cc1 | 8 | 110 | 105 | 6 | 2 | 104 | 109 | 117
O=C(CSC1=NS(=O)(=O)c2cc(F)ccc2N1)NCc1ccccc1Cl | 5 | 102 | 99 | 0 | -2 | 97 | 98 | 115
COC(=O)c1ccc(OC)c(CSc2nnc(COc3ccc(OC)cc3)o2)c1 | -1 | 86 | 94 | -4 | 0 | 101 | 100 | 100
COc1cc(OC)cc(-c2c(C#Cc3ccsc3)c3cc(-c4ccc5[nH]ccc5c4)ccc3n2C)c1 | -2 | 95 | 96 | 4 | 8 | 98 | 95 | 82
CCN1CCN(Cc2ccc(C(=O)Nc3ccc(C)c(NCc4cnc(NC(=O)OC)cn4)c3)cc2C(F)(F)F)CC1 | -2 | 90 | 107 | 4 | 2 | 95 | 98 | 98
CC(C)CN1CCC(=O)N([C@H](COc2ccccc2)Cc2ccccc2)CC1 | -7 | 105 | 80 | 3 | 2 | 81 | 98 | 88
Cc1ccc(NC(=O)C(C)Sc2nnc(C)n2C2CC2)cc1S(=O)(=O)N1CCOCC1 (stereo unspecified) | 2 | 90 | 101 | 1 | 1 | 100 | 94 | 92

Reprinted at random: two records from the list, in no set order.
SMILES | procasp7 counter | LAP4 TOR yeast | AGP1 TOR yeast | procasp3 activ | AHR act | CIT2-GFP yeast | RPL19A TOR yeast | MEP2-GFP yeast
O=C(COc1ccc2ccc(=O)oc2c1)Nc1ccc(CN2CCOCC2)cc1 | 5 | 81[may fluoresce violet] | u | 2 | -3 | u | 15*[may fluoresce violet] | 174[may fluoresce violet]
CCN1CCN(Cc2ccc(C(=O)Nc3ccc(C)c(NCc4cnc(NC(=O)OC)cn4)c3)cc2C(F)(F)F)CC1 | -2 | 90 | 107 | 4 | 2 | 95 | 98 | 98

(continued)
SMILES | procasp7 counter | LAP4 TOR yeast | AGP1 TOR yeast | procasp3 activ | AHR act | CIT2-GFP yeast | RPL19A TOR yeast | MEP2-GFP yeast
Cc1cccc(NC(=S)N/N=C/c2cccc(O)c2)c1C | 8 | 100 | 99 | -9 | 10 | 96 | 99 | 103
CC(NS(=O)(=O)c1ccc(F)cc1)C(=O)Nc1ccc2c(c1)OCCO2 (stereo unspecified) | -7 | 108 | 105 | -8 | 1 | 94 | 108 | 111
Cc1cccc(C)c1NC(=O)C1C2C=CC(C2)C1C(=O)NCc1ccccn1 (stereo unspecified) | -13 | 94 | 104 | 1 | 0 | 101 | 96 | 101
Cc1ccc(SCC(=O)NNC(=O)CNC(=O)c2ccc(Br)cc2)cc1 | 5 | 97 | 103 | 0 | 1 | 113 | 101 | 105
CCOC(=O)Cc1cn2c(=O)cc(CSCC(=O)Nc3ccc(C)c(C)c3)nc2s1 | -4 | 95 | 108 | -6 | -1 | 110 | 99 | 102
CCOC(=O)Nc1sc2c(c1C(=O)OCC)CCC2 | 2 | 82 | 84 | 2 | 6 | x | 91 | 80
Cc1cc(=O)oc2c3c(cc(OCC(=O)Nc4cccnc4)c12)OC(C)(C)CC3 | 6 | 113 | 103 | 4 | 2 | 105 | 102 | 102
O=C1CCc2ccccc2N1 | 7 | 92 | 101 | 6 | 0 | 105 | 106 | 98
O=C(c1cccc(Cl)c1)N1CCN(C2CCCCCC2)CC1 | -4 | 106 | 107 | 1 | 0 | 104 | 103 | 106
O=C(OCC(=O)N1CCCC1=O)c1cc(Cl)ccc1O | 5 | 104 | 107 | 7 | -1 | 95 | 98 | 98
O=C(NCCOc1ccccc1F)Nc1ccc(Br)cc1 | 6 | 98 | 98 | 0 | 19 | 96 | 97 | 103
CC(=O)c1cccc(OCc2cc(C(=O)N3CC4C[C@@H]5CC3C[C@H](C4)C5)no2)c1 | 7 | 97 | 98 | -4 | 0 | 96 | 95 | 96
CCOC(=O)c1ccc(Oc2cn[nH]c2-c2ccc(O)cc2O)cc1 | 5 | 106 | 105 | 7 | 1 | 97 | 97 | 95
CC(C(=O)NCc1ccccn1)c1ccc([N+](=O)[O-])cc1 (stereo unspecified) | 5 | 98 | 97 | 0 | 1 | 101 | 102 | 98
CCc1noc(C)c1C(=O)OCC(=O)c1ccc(NC(C)=O)cc1F | 10 | 95 | 97 | 5 | 0 | 98 | 96 | 101
Cc1ccc(C(=O)NCC(=O)N2CCN(c3ncccn3)CC2)s1 | -8 | 89 | 95 | 2 | 2 | 92 | 95 | 88
CCCCS(=O)(=O)N1CCCC(C(=O)Nc2ccc3c(c2)CCC3)C1 (stereo unspecified) | 5 | 83 | 81 | -5 | 9 | 84 | 102 | 95
Cc1ccc(NC(=O)Cn2nc(-c3ccco3)ccc2=O)cc1Cl | -4 | 67 | 83 | -4 | 20 | 85 | 102 | 95
CC(C(=O)NC(=O)NC1CCCCC1)N1CCN(c2ccccn2)CC1 (stereo unspecified) | 6 | 102 | 109 | 4 | 1 | 104 | 108 | 105
O=C(NCc1ccccc1)C1(c2ccccc2)CCN(S(=O)(=O)c2ccccc2)CC1 | -2 | 99 | 100 | -3 | 0 | 100 | 95 | 94
Cc1cc(Cl)c2ccccc2n1 | -5 | 101 | 103 | 0 | 8 | 110 | 101 | 104
Cc1c(N=c2scc(-c3ccccc3)n2C)c(=O)n(-c2ccccc2)n1C | 0 | 107 | 103 | 1 | 2 | 105 | 100 | 107
CCc1c(C)sc(NC(=S)N2CCN(CC)CC2)c1C(=O)OC | -6 | 116 | 99 | -7 | 18 | 85 | 100 | 93
CC(=O)c1c(C)[nH]c(C(=O)Nc2ccc(Cl)c(S(=O)(=O)N3CCOCC3)c2)c1C | 2 | 96 | 94 | -7 | 49* | 101 | 95 | 97
CC1=C(C(=O)OCC(C)C)C23C(=O)c4ccccc4C2(O1)OC(N)=C3C#N (stereo unspecified) | -2 | 94 | 94 | 4 | 8 | 99 | 96 | 97
COc1ccccc1NC(=O)NCC(=O)Nc1ccc(F)c(F)c1 | 2 | 100 | 111 | 0 | -1 | 105 | 100 | 104
Cc1sc(-c2c(C#N)c(N)nc3c2CCCCCC3)cc1[N+](=O)[O-] | 3 | 95 | 102 | -1 | 0 | 103 | 100 | 97
O=C(c1ccoc1)N1CCCC(N2CCN(c3ccc(F)cc3)CC2)C1 (stereo unspecified) | -1 | 100 | 99 | 2 | -2 | 99 | 100 | 101
COc1ccc(C(=O)Nc2nc3c(s2)CCCC3)cc1S(=O)(=O)N1CCCc2ccccc21 | 8 | 100 | 98 | 3 | 6 | 92 | 99 | 98
CC(=O)N(c1ccccc1)c1nc(C)cc(C)c1C#N | 1 | 94 | 97 | -4 | 18 | 99 | 94 | 99
Cc1[nH]c(=O)[nH]c(=O)c1S(=O)(=O)Nc1ccc(F)c([N+](=O)[O-])c1 | x | 92 | 98 | x | x | 96 | 101 | 106
C(=N\N=C\c1ccncc1)/c1ccncc1 | -1 | 103 | 84 | -9 | 4 | 96 | 97 | 88
CC1CCCC(C)N1C(=O)CSc1nc2ccccc2c(=O)[nH]1 (stereo unspecified) | 0 | 100 | 100 | -7 | 4 | 99 | 96 | 105
COc1cc(OC)cc(C(=O)Nc2cc(NC(=O)c3ccco3)ccc2OC)c1 | 9 | 104 | 95 | -2 | 55* | 96 | 96 | 101
O=C(O)c1ccc(N/C(=N\S(=O)(=O)c2ccc(Cl)cc2)c2ccccc2)cc1 | 13 | 97 | 106 | 1 | 0 | 89 | 102 | 105
